# ASAP1 inh – inhibitors of human ASAP1 ArfGAP activity; Q9ULH1; ASAP1-stimulated ARF1 GTP hydrolysis, GDP FP detection; AID 624377; inhibition, % at 16.5 µM; actives 0.19% (n = 360,000); in the data active = inhibition above about 25%;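 note: 0% = vehicle with enzyme and substrate and 100% = no enzyme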
# Target sequence (Q9ULH1 325-724 limits assumed): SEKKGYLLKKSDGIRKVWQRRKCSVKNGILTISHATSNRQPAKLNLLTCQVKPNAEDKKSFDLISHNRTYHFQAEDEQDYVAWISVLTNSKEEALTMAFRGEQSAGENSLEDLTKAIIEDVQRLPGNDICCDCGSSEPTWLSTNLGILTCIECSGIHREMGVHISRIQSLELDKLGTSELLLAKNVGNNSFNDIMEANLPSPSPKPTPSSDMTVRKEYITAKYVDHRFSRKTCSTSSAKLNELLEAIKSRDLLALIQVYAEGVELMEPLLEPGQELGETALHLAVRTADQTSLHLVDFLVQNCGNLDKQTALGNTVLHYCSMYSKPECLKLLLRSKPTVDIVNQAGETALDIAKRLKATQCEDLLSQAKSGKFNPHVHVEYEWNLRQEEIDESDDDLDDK
# TDP2 inh – blocks human TDP2 phosphodiesterase activity; O95551; recombinant TDP2, T5PNP hydrolysis, p-nitrophenol absorbance 415 nm; inhibition, % at 12.8 µM; actives 0.34% (n = 370,000); AID 720702;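 active = inhibition above the mean of all tested compounds plus 3 SD, set per campaign, cut at about 25% in these data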;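 note: 0% = DMSO with enzyme and 100% = buffer with substrate but no TDP2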
#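 Material: recombinant human TDP2; quantity: TDP2 enzyme at 120 nM final; medium: Tris-HCl pH 7.5 with MgCl2; compound: single concentration, 12.8 µM nominal, with 1% DMSO; incubation: 2 h enzyme incubation at 37 °C; signal: epi absorbance; measure: percent inhibition; benchmarks: high control without enzyme, low control DMSO plus TDP2; repeats: singlicate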
# ARFGAP1 inh – inhibits rat ARF GTPase activating protein 1 | Q62848 | Arfgap1-stimulated ARF1 GTP hydrolysis, GDP FP detection | inhibition, % at 16.5 µM | actives 0.26% (n = 360,000);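 active = inhibition above a per-plate limit, mean inhibition of low control wells plus 3 SD, cut at about 25% in these data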;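 note: 0% = DMSO wells with enzyme and 100% = wells lacking Arfgap1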
# Target sequence (Q62848 1-136 limits assumed): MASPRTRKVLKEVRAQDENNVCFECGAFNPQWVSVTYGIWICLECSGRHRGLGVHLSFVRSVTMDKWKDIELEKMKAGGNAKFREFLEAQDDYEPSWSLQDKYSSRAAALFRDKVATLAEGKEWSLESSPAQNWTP
#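 System: truncated rat Arfgap1 GAP domain / Benchmarks: high control wells lacking Arfgap1, low control full reaction with DMSO / Times: compound-enzyme preincubation 20 min, reaction 120 min, detection 60 min, 25 °C / Repeats: one replicate per compound / Also added: human ARF1(Δ1-17)-GTP substrate / Measured by: Tracer-displacement fluorescence polarization with EDTA stop, 620/688 nm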
# Tn6 DDE FP – DD(E)-Tn6 binding inhibition, primary FP screen; P02675; Fibrin DD(E) TRITC-Tn6 fluorescence polarization displacement; inhibition, % at 8.3 µM; actives 0.21% (n = 370,000); AID 720509;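 active = inhibition above a per-campaign cutoff: mean of compounds within control limits plus 3 SD, cut at about 15% in these data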;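 note: 0% = median of all compound wells on the plate and 100% = blocking peptide control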
# ADAM17 inh – inhibitors of human ADAM17; P78536; recombinant ADAM17, EDANS/DABCYL FRET peptide cleavage; inhibition, % at 6.95 µM; actives 0.83% (n = 370,000);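 active = inhibition above the mean of compounds lying between control limits plus 3 SD, set per campaign, cut at about 8.5% in these data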;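 note: 0% = DMSO-only wells as the low control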
# PLC-gamma1 inh – inhibitors of human phospholipase C gamma1; purified PLC-gamma1, fluorogenic substrate, fluorescence; inhibition, % at 12.2 µM; actives 0.84% (n = 370,000); AID 720700; in the data active = inhibition above about 9.5%
# Tn7 DDE FP – inhibitors of Tn7 peptide binding to human fibrin DD(E); P02675; actives 0.13% (n = 370,000); FP displacement of FITC-Tn7 peptide from fibrin DD(E); 0% = median of compound wells per plate; inhibition, % at 8.3 µM;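 active = inhibition above the mean of compounds falling within the control limits plus 3 SD of them, cut at about 14% in these data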;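 note: 0% = plate median of compound wells and 100% = 10 µM Aha-Tn7 peptide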
#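 Measure: % inhibition scaled between sample-field median and high-control FP; Test system: human fibrin DD(E); Quantity: 2 µM final DD(E) protein; Doses: one dose, 8.3 µM nominal; Schedule: compound with protein 10 min, then 3 h after probe, room temperature; Detection: fluorescence polarization; Medium: Tris buffer with calcium and detergent, pH 7.8.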
# ADAM10 inh – ADAM10 inhibition, QFRET primary screen; O14672; recombinant ADAM10, EDANS/DABCYL FRET peptide cleavage, 3 h; inhibition, % at 7 µM; actives 0.62% (n = 370,000);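 active = inhibition above a per-campaign cutoff equal to the mean of compounds falling between control-based bounds plus 3 SD, cut at about 20% in these data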;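 note: 0% = DMSO wells while the 100% control is not disclosed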
# proKLK7 act – activators of human kallikrein-7 zymogen. actives 0.9% (n = 370,000). activation, % at 7 µM. purified proKLK7, EDANS-DABCYL substrate fluorescence; 100% is mature enzyme control, 0% vehicle. P49862;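 active = activation above the mean of all tested compounds plus 3 SD, computed per campaign excluding outliers beyond control limits, cut at about 13% in these data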
# Target sequence (P49862 whole entry, looked up): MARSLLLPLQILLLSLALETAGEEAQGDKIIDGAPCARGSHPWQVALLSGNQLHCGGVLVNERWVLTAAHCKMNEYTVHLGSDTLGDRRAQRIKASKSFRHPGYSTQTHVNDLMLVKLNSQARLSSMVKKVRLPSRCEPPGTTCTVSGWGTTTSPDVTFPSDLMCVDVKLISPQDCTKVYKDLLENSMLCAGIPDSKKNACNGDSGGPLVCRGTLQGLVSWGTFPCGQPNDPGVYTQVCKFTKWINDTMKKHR
# LEDGF integ inh – blocks HIV-1 LEDGF/p75-dependent DNA integration; AID 743269; TR-FRET IN-LEDGF/p75 DNA integration, Eu/Cy5; actives 0.64% (n = 370,000); inhibition, % at 3.7 µM;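 active = inhibition above the screen-wide mean plus 3 SD, cut at about 13% in these data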;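 note: signal is the Cy5 over europium emission ratio at 671 and 618 nm; 0% = plate median of compound wells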
# * = called active by the depositor; i = inactive; nt = no result given.
ASAP1 inh	TDP2 inh	ARFGAP1 inh	Tn6 DDE FP	ADAM17 inh	PLC-gamma1 inh	Tn7 DDE FP	ADAM10 inh	proKLK7 act	LEDGF integ inh	Structure
-1	-5	5	3	-8	-1	-1	-23	-0.2	-2	O=C1c2cccc3cccc(c23)C(=O)N1CCCN1CCN(c2ccc(F)cc2)CC1
-15	8	-14	4	-4	1	4	-1	0.0	1	Cc1ccc(OCC(=O)NNC(=O)c2cc(C)[nH]n2)cc1
-15	5	16	0	-1	2	1	-6	1.1	2	COc1ccc(NC(=O)Nc2ccc3c(c2)C(=O)N([C@H](C)CO)C[C@H](C)[C@H](CN(C)Cc2ccc(C(=O)O)cc2)OCCCC[C@@H](C)O3)cc1
2	1	-3	2	-2	2	-4	-9	0.3	-5	COC(=O)c1sc(NC(=S)NC(=O)c2ccccc2C)nc1C
-13	7	1	-6	1	-1	-1	3	-0.4	1	Cc1ccccc1N(CC(=O)NC(C)(C)C)C(=O)CS(=O)CC(=O)Nc1ccc2c(c1)OCO2 (configuration not stated)
3	0	-2	-6	6	9	0	8	-0.3	-1	COc1cccc(CC(=O)Nc2ccc(S(=O)(=O)N3CCCCC3)cc2)c1
-3	-2	-2	-7	-3	2	-1	-4	-0.1	2	CC(C)Cn1cnc2sc3c(c2c1=N)CCCC3
5	8	6	-3	-3	1	1	-9	0.7	1	COc1cccc(NC(=O)NCCN2CCCCC2)c1
-3	-4	-3	-4	-10	-34	2	-36	-4.1	2	O=S1(=O)c2cccc3cccc(c23)N1Cc1nnc(-c2ccccc2Br)o1
6	-15	-5	3	4	0	6	12	0.1	2	COc1cccc(SCc2noc(C(=O)NCC3CC3)c2C(=O)NCC2CC2)c1
-10	-13	2	-2	-23	-1	9	-49	-0.3	1	CCOC(=O)N1CCC(NS(=O)(=O)c2cc(Br)cnc2N)CC1
6	-5	-8	3	-237	-73	4	i	-3.5	-1	CC(C)=CCOc1ccc2c(C)c(CCC(=O)N3C[C@H]4C[C@@H](C3)c3cccc(=O)n3C4)c(=O)oc2c1C
-11	-7	8	-1	-2	2	-2	-1	-0.2	3	COCCCN1C(=O)N(c2ccccc2)C(=O)C1CC(=O)Nc1ccc(F)cc1 (configuration not stated)
-9	7	7	1	-4	3	-5	-15	0.3	-3	C=CC[C@]12C[C@@H](OC)C(=O)C=C1O[C@@H](c1ccc(OC)c(OC)c1)[C@H]2C
9	-3	2	15	4	-4	1	-2	0.8	1	N#Cc1cccnc1Nc1cccc(Cl)c1
0	-12	8	-3	-4	0	1	-6	0.1	-5	O=C(c1ccc2ccccc2c1)N1CCOCC1
-6	-2	2	11	2	1	-9	9	0.0	4	CCOC(=O)C1CSC(CC(=O)Nc2ccc(Cl)cc2)C(=O)N1 (configuration not stated)
-17	-9	-1	-6	-6	0	8	8	-0.8	0	N#CCC(=O)N/N=C/c1cn(Cc2ccc(Cl)cc2Cl)c2ccccc12
-21	70*	0	-4	-3	8	-6	-5	0.4	1	COc1ccc(/C=C2/C(=O)N(c3ccccc3)N=C2C)cc1Br
5	4	-1	2	-5	2	5	-4	-0.2	4	Cc1scc(C(=O)O)c1-c1c(C(=O)O)csc1C

# Just TDP2 inh, LEDGF integ inh and ADAM10 inh, for some of the entries so far:
mol	TDP2 inh	LEDGF integ inh	ADAM10 inh
Cc1ccc(OCC(=O)NNC(=O)c2cc(C)[nH]n2)cc1	8	1	-1
N#CCC(=O)N/N=C/c1cn(Cc2ccc(Cl)cc2Cl)c2ccccc12	-9	0	8
CC(C)=CCOc1ccc2c(C)c(CCC(=O)N3C[C@H]4C[C@@H](C3)c3cccc(=O)n3C4)c(=O)oc2c1C	-5	-1	i
COC(=O)c1sc(NC(=S)NC(=O)c2ccccc2C)nc1C	1	-5	-9
CCOC(=O)N1CCC(NS(=O)(=O)c2cc(Br)cnc2N)CC1	-13	1	-49

# Next structures:
ASAP1 inh	TDP2 inh	ARFGAP1 inh	Tn6 DDE FP	ADAM17 inh	PLC-gamma1 inh	Tn7 DDE FP	ADAM10 inh	proKLK7 act	LEDGF integ inh	Structure
16	17	8	-7	0	-1	1	4	0.5	-1	O=C(NCC(=O)N1CCN(c2ccccc2O)CC1)c1ccc(Br)o1
6	-3	-3	3	-3	5	-3	-22	-1.1	0	CSc1ncccc1C(=O)Nc1ccccc1N1CCOCC1
6	1	10	4	-6	-47	-6	-6	0.9	4	COc1ccccc1CN1CCc2c([nH]c3ccccc23)C1
nt	-10	nt	0	-13	-179	3	-46	-4.1	7	COc1ccc(Cn2ccc3ccc(-c4ccc5ccn(C(=O)C6CCC6)c5c4)cc32)cc1
nt	7	nt	2	-4	3	4	-4	0.1	-3	CCCC[C@H]1C2CC(OC(=O)Nc3ccccc3C)C(C2)[C@H]2CCCCN21 (some centres not stated)
3	7	-5	-4	i	-270	1	i	15*	-1	Cc1c(Cl)c(=O)oc2cc(OC(C)C)ccc12
2	8	-8	4	-6	-1	2	-10	0.6	1	CC(C)C(=O)NCCSc1c[nH]c2ccccc12
-9	10	0	-4	2	0	3	-1	0.2	0	O=C(CSc1nc(-c2ccccc2)cs1)NC(=O)NCc1ccco1
-13	-8	-3	-4	-5	-2	8	-4	0.2	-3	CC(C)C(NC(=O)OCc1ccccc1)C(=O)NCc1ccc(C(=O)O)cc1 (configuration not stated)
-4	2	-3	-12	-8	0	4	-24	-0.2	-1	COc1ccc(S(=O)(=O)N2CCCCCC2)cc1C(=O)NCc1cccs1
-4	-1	-8	0	2	-24	-7	9	-0.6	-1	CCc1ccc(/C=C/C(=O)C2C(=O)c3ccccc3C2=O)cc1
2	-2	-3	4	0	5	-3	13	-0.4	-2	COc1ccc(CNC(=O)CN(Cc2ccccc2)C(=O)CCC(=O)Nc2nccs2)cc1
-1	4	1	3	-4	-4	3	-2	-0.5	-3	CC(C)CC(=O)Nc1ccc(C(=O)Cn2c(=O)oc3ccccc32)cc1
-6	-1	9	-2	1	2	2	4	0.5	1	CCCCOc1ccc(NC(=O)c2cnc(C)cn2)cc1
-3	0	0	9	-9	-1	-6	-20	-0.1	-5	Fc1ccccc1C1CCN(Cc2nc(CC3CC3)no2)C1 (configuration not stated)
2	-8	-9	9	2	4	-4	-51	0.5	7	Cc1ccc(S(=O)(=O)N(CCc2ccccc2)c2ccc3c(c2)C2CC3CCN2C(=O)OCc2ccccc2)cc1 (configuration not stated)
-2	9	11	-1	-3	1	-4	-6	0.2	-3	CC1(C)C2CCC1(C)C(Nc1ccccc1)C2 (configuration not stated)
-26	10	0	0	-5	0	10	4	-0.6	0	O=C(O)c1cc(-c2ccc(Cl)cc2)n[nH]1
13	4	4	-9	1	2	2	2	0.2	-1	COc1ccc(CCNC(=O)C(=O)NCc2ccccn2)cc1
-6	2	2	-1	-2	7	0	1	0.8	0	COC(=O)CNC(=O)COC(=O)c1ccc(OC)c([N+](=O)[O-])c1

# 2 of the compounds above, tab-delimited:
molecule	ASAP1 inh	TDP2 inh	ARFGAP1 inh	Tn6 DDE FP	ADAM17 inh	PLC-gamma1 inh	Tn7 DDE FP	ADAM10 inh	proKLK7 act	LEDGF integ inh
COc1cccc(NC(=O)NCCN2CCCCC2)c1	5	8	6	-3	-3	1	1	-9	0.7	1
CCOC(=O)N1CCC(NS(=O)(=O)c2cc(Br)cnc2N)CC1	-10	-13	2	-2	-23	-1	9	-49	-0.3	1

# Remaining list, next part.
ASAP1 inh	TDP2 inh	ARFGAP1 inh	Tn6 DDE FP	ADAM17 inh	PLC-gamma1 inh	Tn7 DDE FP	ADAM10 inh	proKLK7 act	LEDGF integ inh	Structure
-4	7	0	2	3	0	-2	12	1.0	0	CCc1ccc(S(=O)(=O)NCc2csc(-c3ccccc3)n2)s1
-7	-10	-3	0	-3	-2	1	-7	-0.5	-8	COC(=O)c1ccc(S(=O)(=O)N2C3CCC2CC(NC(=O)NC2CCCCC2)C3)cc1 (configuration not stated)
4	-5	1	5	4	-4	4	-3	0.4	1	O=C(CSCC(=O)OCC(=O)c1ccc(Br)cc1)Nc1cccc2ccccc12
-7	0	13	-1	-5	-3	7	1	-0.1	0	CCOC(=O)C(CC)(CC)C(=O)/C=C/c1cccc(Br)c1
-3	10	-10	-8	-23	-20	1	-80	-2.1	2	COc1ccc2cc(C#N)c(N3CCN(C(=O)c4ccccc4C)CC3)nc2c1
9	10	-1	0	-4	2	2	-3	0.3	0	Cc1cc(C)nc(SCCCNCc2ccccc2)n1
3	7	-2	7	-4	-3	0	3	-0.5	-2	COc1ccc(O)c(C(=O)c2cc(C#N)c(=O)n(-c3c(C)n(C)n(-c4ccccc4)c3=O)c2)c1
14	-19	1	-12	3	5	-1	6	0.3	3	O=C(N/C=C/c1ccc(Cl)cc1)NCc1ccc(Cl)cc1
6	-12	1	-15	3	2	3	-2	0.0	2	CC1(C(=O)NS(=O)(=O)c2cccc(F)c2)CCN1C(=O)c1ccccc1CCc1ccccc1 (configuration not stated)
10	2	7	0	-2	-1	-5	0	-0.5	1	NCCSC1CC(=O)N(c2ccc(F)cc2)C1=O (configuration not stated)
-8	-3	-1	2	-3	2	-1	-11	0.6	7	COc1cccc(Nc2nc(C(N)COCc3ccccc3)cs2)n1 (configuration not stated)
4	-16	9	-6	-2	-7	-12	-16	0.2	1	CC1C(=O)N2CCCc3cc(S(=O)(=O)N4CCC(C(N)=O)CC4)cc1c32 (configuration not stated)
-1	-6	4	6	0	4	-3	-16	0.1	5	CNC(=O)c1cc(Oc2ccc(NC(=O)c3[nH]c(-c4ccccc4)c4c3C(=O)N(C)C4=O)cc2)ccn1
1	13	-6	-3	-4	1	0	-3	-0.6	-3	CCC(=O)N1CCN(c2ccc(Cl)cc2NC(=S)NC(=O)c2ccco2)CC1
-6	1	1	0	-3	0	6	-4	0.2	-2	CC(C)COC(=O)Nc1ccccc1C(=O)N1CCOCC1
-1	11	6	3	-18	-66	9	-73	7.7	-2	COc1cc2c(cc1OC)CN(C(=O)CSc1nnc3scc(-c4ccccc4)n13)CC2
14	-19	5	0	-3	-1	4	7	-0.3	-2	CCOCCCNC(=O)C1CCN(S(=O)(=O)N2CCCCC2)CC1
-22	12	-12	2	-13	-6	7	-47	-3.2	0	C/C(CC(=O)Nc1cc(C)ccn1)=N\NC(=O)c1ccc(C)cc1
-7	0	-4	6	-2	0	-6	-7	0.1	-3	O=C(Nc1ccccc1)C1CCCN(C(=O)c2ccc(F)cc2)C1 (configuration not stated)
2	13	4	-3	0	-1	-8	3	-0.3	-2	Cn1ncc(Br)c1C(=O)NC1CCCCC1
13	-1	-3	1	0	3	0	6	-0.1	-1	COc1ccc(C2=NOC(CNC(N)=S)C2)cc1 (configuration not stated)
2	21	1	-1	-25	-128	-8	-77	-1.8	14*	Cc1ccc2c(c1)c(=O)c1c3n2CCN(C(=O)CCl)C3CC1 (configuration not stated)

# Screening data from PubChem.
